Source: PubChem BioAssay (National Center for Advancing Translational Sciences (NCATS))
Coupling enz = qHTS Assay for Inhibitors of Fructose-1,6-bisphosphate Aldolase from Giardia Lamblia: Coupling assay counterscreen | coupling enzyme system counterscreen, AmpLite Red fluorescence | activity change, negative = inhibition, % at 58.2 µM, hits read low | 290,000 tested, 0.67% active; in the data active = activity change below about -30%
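Coupling enzymes only (glyceraldehyde-3-phosphate) + compound, at 57.5 uM final, 10 min RT; add substrate/coupling/AmpLite Red mix, 20 min RT; fluorescence ex 525/em 598 nm. Actives flag coupling-system interference.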
RORgamma inh = qHTS for inhibitors of ROR gamma transcriptional activity; Nuclear receptor ROR-gamma (Mus musculus), P51450; Drosophila S2 Gal4-RORgamma UAS-luciferase reporter, 20 h; Potency, µM (titrated, usually from 53.6 µM), for the others: at the top dose activity change, negative = inhibition, hits mostly inhibitors; 310,000 tested, 5.4% active; AID 2551, 2010; also: potency is read from the fitted curve at half-maximal effect; nearly all actives have a fitted effect of over 60% in size
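Luminescence from a UAS-regulated Photinus luciferase reporter in stably transfected Drosophila Schneider cells is measured; decreased signal marks ROR gamma inhibition. Fusion expression is induced by 700 uM copper sulfate for 20 hr.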
Gal4-VP16 FLuc = VP16 counterscreen qHTS for inhibitors of ROR gamma transcriptional activity | AID 2546, 2010 | Potency, µM (series often up to 53.6 µM), for inactives: at the highest dose activity, negative = inhibition, usual class: inhibitors | Drosophila S2 Gal4-VP16 UAS-luciferase, luminescence, 20 h | 310,000 tested, 3.5% active;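 also: Gal4-VP16 expression switched on by copper sulfate through the metallothionein promoter; potency is read from the fitted curve at half-maximal effect; nearly all actives have a fitted effect of over 50% in size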
* = called active by the depositor; u = inconclusive; [ ] = another dose, or the depositor's remark. Unless noted, calls follow the shape of the dose curve; as a rule, active = well fitted curve in the direction sought with a large enough effect; inconclusive = small, poorly fitted or top-dose-only effect, or another doubt; inactive = no such curve, though single readings can be large; an effect the other way counts as inactive or inconclusive. % is scaled to controls: 0 for no effect and ±100 for the full control effect.

SMILES | Coupling enz | RORgamma inh | Gal4-VP16 FLuc
C[C@]12CC[C@@H]3C(=CCc4cc(O)ccc43)[C@@H]1CCC2=O | -9 | u | 0%[17 µM]

This is a subset, so the mix of outcomes need not match the whole.
